Assay outcomes deposited in PubChem BioAssay by National Center for Advancing Translational Sciences (NCATS).
D2 potentiator: positive allosteric modulators of human D2 dopamine receptor; P14416; HEK293 T-REx D2, calcium flux, EC20 dopamine potentiation; potentiation, % at 10 µM; hit rate 0.34% among 340,000; AID 485347;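 active = potentiation over 3 SD above the plate norm, cut at about 30% in these data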; note: 0% is about no effect
Target sequence (P14416 whole entry, looked up): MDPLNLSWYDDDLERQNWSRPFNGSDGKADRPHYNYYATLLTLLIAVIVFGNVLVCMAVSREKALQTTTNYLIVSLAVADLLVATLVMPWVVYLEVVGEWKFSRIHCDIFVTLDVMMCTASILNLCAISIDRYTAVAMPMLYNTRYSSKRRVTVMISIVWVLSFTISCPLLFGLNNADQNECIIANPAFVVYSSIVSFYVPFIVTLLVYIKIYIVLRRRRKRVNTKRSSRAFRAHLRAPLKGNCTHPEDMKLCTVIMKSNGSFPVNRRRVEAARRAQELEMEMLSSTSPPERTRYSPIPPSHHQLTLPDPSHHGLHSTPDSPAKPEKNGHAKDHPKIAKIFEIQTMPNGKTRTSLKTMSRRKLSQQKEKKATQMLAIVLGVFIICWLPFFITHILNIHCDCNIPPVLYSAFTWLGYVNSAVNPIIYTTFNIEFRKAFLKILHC
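Calcium flux readout, no-wash dye, 1 read/s. Inducible HEK293 Trex D2 line, overnight 30 C. Compound alone 180 s (agonist flags), then EC20 dopamine, another 180 s to score potentiation.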
D2 ag: agonists of human D2 dopamine receptor. P14416. HEK293 T-REx D2 cells, calcium flux agonist mode. activation, % at 2 µM. hit rate 0.53% among 340,000. AID 485358;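 active = activation over 3 SD above normal in the single-dose calcium agonist read, cut at about 30% in these data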; note: 0% is about no effect
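Calcium-flux readout, 1 cycle/sec over 180 s following compound pin transfer, in inducible HEK293 Trex D2 cells (force-coupled); dopamine controls included. Positive calcium responses during this window marked compounds as potential agonists.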
TRHR PAM: allosterically enhances the human TRH receptor; TRHR cells, fluo-8 calcium fluorescence, EC20 TRH enhancement; enhancement, % at 2 µM; hit rate 0.66% among 360,000; AID 493056; in the data active = enhancement above about 30%; note: 0% is about no effect
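Enhancer read-out: after compound pinning and an initial kinetic agonist-mode read, an EC20 of TRH (10 nM final) was injected and fluo-8 calcium signal (Ex 480/Em 530) followed at 1 s/cycle for 100 cycles in TRHR-expressing cells.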
D1 PAM: potentiators of human D1 dopamine receptor. HEK293 TREx D1 cells, calcium flux, dopamine EC20 potentiation. potentiation, % at 10 µM. hit rate 0.036% among 360,000. AID 504651; in the data active = potentiation above about 30%; note: 0% is about no effect
Target sequence (P21728 whole entry, looked up): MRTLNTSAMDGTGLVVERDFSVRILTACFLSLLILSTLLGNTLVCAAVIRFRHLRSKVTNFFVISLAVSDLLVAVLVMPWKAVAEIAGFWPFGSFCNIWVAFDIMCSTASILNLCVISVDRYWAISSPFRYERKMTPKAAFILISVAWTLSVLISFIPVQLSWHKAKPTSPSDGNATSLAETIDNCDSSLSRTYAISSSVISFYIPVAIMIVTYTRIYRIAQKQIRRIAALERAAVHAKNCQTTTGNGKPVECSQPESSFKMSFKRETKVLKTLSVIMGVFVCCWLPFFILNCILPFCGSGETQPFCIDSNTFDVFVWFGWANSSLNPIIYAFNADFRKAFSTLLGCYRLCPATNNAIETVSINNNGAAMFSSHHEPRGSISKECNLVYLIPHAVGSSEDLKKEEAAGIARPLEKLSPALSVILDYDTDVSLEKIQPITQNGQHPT
D1 agonist: agonists of human D1 dopamine receptor; P21728; HEK293 T-REx D1 cells, calcium flux, agonist mode; activation, % at 2 µM; hit rate 1% among 360,000; AID 504660; note: 0% is about no effect
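Inducible HEK293 T-REx D1 cells, force-coupled to calcium signalling, were plated at 4000 cells/well with tetracycline and held overnight at 30 C. After no-wash calcium dye loading, compound-evoked calcium rise over 180 s flagged agonists.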
RXFP1 antag: RXFP1 (human) relaxin receptor antagonism; HEK293-RXFP1, relaxin-stimulated cAMP HTRF, 30 min; active compounds read low; Q9HBX9; AID 1259400; hit rate 0.59% among 350,000; activity change, negative = inhibition, % at 57.5 µM;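 active = activity change of -60% or lower, but not beyond a set lower limit; inconclusive = change between -60% and -40%, or beyond the set limit; inactive = change above -40%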; note: % is set by controls: 0 for no effect and ±100 for the full control effect
D2 antag: antagonizes the human D2 dopamine receptor; HEK293 TREx D2 cells, calcium flux, dopamine EC80; inhibition, % at 10 µM; hit rate 2% among 340,000; AID 485344; in the data active = inhibition above about 30%; note: 0% is about no effect
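Compounds are added to dye-loaded, induced HEK293 T-REx cells coupled to calcium release via D2; after a 3 min kinetic read an EC80 dopamine stimulus is given and fluorescence is recorded for 3 more min.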
D1 antag: antagonists of human D1 dopamine receptor | P21728 | HEK293 TREx D1 cells, calcium flux, dopamine EC80; active compounds read low | activity change, negative = inhibition, % at 10 µM | hit rate 3.2% among 360,000; in the data active = activity change below about -30%; note: % is set by controls: 0 for no effect and ±100 for the full control effect
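Cells carrying a force-coupled, tetracycline-inducible human D1 receptor report calcium flux. Each well gets a 10 s baseline, compound with 180 s monitoring, then an EC80 dopamine stimulus with a second 180 s kinetic read.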
TRHR ag: agonists of human TRH receptor; TRHR cells, calcium flux fluo-8, FDSS agonist mode; P34981; hit rate 0.18% among 360,000; activation, % at 2 µM; AID 493084; note: 0% is about no effect
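TRHR-expressing cells loaded with fluo-8 calcium dye; 23 nL library compound pin-transferred, kinetic FDSS fluorescence (Ex 480/Em 530) recorded about 180 s for agonist-induced calcium release, before a 10 nM TRH EC20 addition for potentiator mode.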
An asterisk follows results filed as active; ? = inconclusive; / = no result given. Cut-off read from the data, not from the text of the source, unless noted: active = activation above about 30%; inactive = the rest.

Order of values: D2 potentiator	D2 ag	TRHR PAM	D1 PAM	D1 agonist	RXFP1 antag	D2 antag	D1 antag	TRHR ag
- Cc1ccc(C)c(N(CC(=O)NC2CCCCC2)C(=O)c2snc(C(N)=O)c2N)c1
    8.9	-0.6	8.1	1.4	-2.8	?	4.1	6.0	-0.3
- O=C(Oc1cccnc1)c1ccccc1[N+](=O)[O-]
    -2.2	-0.5	0.2	-1.4	1.0	-11.9	24.9	-0.8	-0.9
- COc1ccc(/C=C2/CC/C(=C\c3ccc(OC)c(OC)c3OC)C2=O)c(OC)c1OC
    3.8	5.8	2.0	-5.2	22.3	-2.1	-0.6	9.7	5.6
- O=C(OCc1cnc(Cl)s1)c1ccc(Cl)cc1
    /	/	3.2	-5.9	3.6	-1.8	/	-24.7	-1.0
- COc1ccc(-c2nc(-c3ccccc3)c(-c3ccc(O)cc3)[nH]2)cc1
    -16.6	-1.2	-2.7	0.5	3.5	-104.2*	/	-7.6	-2.3
- Cn1c(=O)c2c(ncn2CC(=O)Nc2nc(-c3ccc(F)c(F)c3)cs2)n(C)c1=O
    4.3	-1.6	5.4	-3.5	4.4	5.1	1.4	-14.1	0.2
- Brc1ccc(/C=N/c2nc3ccccc3n2CCN2CCOCC2)cc1
    -9.3	0.8	0.0	-2.7	2.1	8.3	0.1	30.3	0.3
- O=C(O)COc1ccc(S(=O)(=O)NCCc2ccccc2)cc1
    10.3	0.7	6.5	-3.0	0.6	/	-23.3	19.6	0.0
- Cc1ccc(NC(=O)CSc2nnc(-c3ccc(Br)cc3)o2)c(C)c1
    -15.4	1.1	10.2	0.6	5.3	-13.4	/	-0.9	0.3
- Cc1ccccc1OCC(=O)NC(=S)Nc1ccc(N2CCCC2)cc1
    6.3	1.1	4.2	11.2	-1.8	7.8	-10.1	19.4	-0.3
- O=S(=O)(c1ccc(S(=O)(=O)N2CCC3(CC2)OCCO3)cc1)N1CCCC1
    1.7	1.3	9.5	-1.9	2.9	1.3	-2.5	-7.7	0.4
- COc1cccc(N/C(SC)=C(/C#N)C(=O)NCc2cccs2)c1
    12.5	-0.2	-12.8	-6.7	10.0	4.7	-4.7	-26.9	0.0
- COc1ccccc1C(=O)NNC(=O)c1cccc(O)c1
    /	/	20.2	0.1	-2.6	-3.1	/	17.4	-0.1
- COc1ccccc1CNC(=O)c1ccccc1OCc1ccc(F)cc1
    3.1	0.1	0.4	-4.7	2.5	-4.6	-10.6	-13.9	-0.1
- CCOC(=O)N1CCN(C(=O)C2CCC(=O)N(CCCc3ccccc3)C2)CC1 (stereo not drawn)
    2.8	-1.1	-1.4	-6.6	3.2	-4.8	7.2	3.8	0.7
- Cc1ccc2nc(NC(=O)CCNS(=O)(=O)c3ccc(Br)s3)sc2c1
    -4.1	-0.6	12.4	-8.3	2.5	-0.1	14.0	-5.2	1.0
- CC(=O)Nc1ccc(/C(C)=N/NC(=O)c2ccncc2)cc1
    -1.0	2.7	-0.7	-5.5	5.9	13.1	-32.1	-2.0	0.6
- Cc1nnc(N(Cc2ccco2)C(=O)c2ccno2)s1
    5.4	1.0	3.1	2.1	1.0	-6.0	-15.0	6.9	-0.6
- Cc1ccc(NC2=C(N3CCOCC3)C(=O)c3ccccc3C2=O)cc1
    -2.9	-1.3	3.5	-0.1	0.7	0.0	15.6	-6.1	-1.1
- COC(=O)N/N=C(\C)c1ccc(Br)cc1
    -0.2	-0.5	1.3	0.3	-0.5	-10.1	4.2	-13.8	-0.4
- Cc1ccc2c(c1)cc(CN(CCc1ccccc1)C(=O)N1CCOCC1)c1nnnn12
    /	/	-4.8	0.3	-0.4	3.8	/	-3.8	-0.2
- O=C1/C(=C/c2cccc(Br)c2)SC(=S)N1/N=C/c1cc([N+](=O)[O-])ccc1O
    -4.0	1.3	-5.5	-3.7	14.9	9.8	-9.5	2.2	1.3
- O=S1(=O)CCC(NC(=S)Nc2ccccc2)C1 (stereo not drawn)
    4.1	0.8	1.1	6.0	2.3	3.8	2.8	3.9	-0.2
- CCCN1C(=O)CC(Sc2ncccc2C(=O)O)C1=O (stereo not drawn)
    /	/	2.0	-1.7	1.4	-4.7	/	-6.3	0.2
- Cc1ccnc(SCCn2c(N3CCN(C)CC3)nc3c2c(=O)n(C)c(=O)n3C)n1
    -0.9	0.4	0.1	-4.3	1.3	-2.8	-14.5	-8.0	0.5
- Cc1c(C(=O)N2CCN(Cc3ccc4c(c3)OCO4)CC2)sc2ncnc(N3CCN(c4ccccc4)CC3)c12
    0.8	0.1	20.8	-2.9	2.3	-0.9	7.2	-25.7	-0.4
- Cc1cc(NC2CCCCC2)nc(NCc2ccccc2)n1
    -15.4	3.8	2.3	-4.0	54.9*	-27.5	10.8	3.2	4.0
- CC(/C=C1\SC(=S)N(NC(=O)c2ccncc2)C1=O)=C\c1ccccc1
    -2.2	-1.3	-4.7	-3.9	2.1	-1.9	-21.8	-13.8	-0.3
- COc1ccc(NC(=O)/C(C#N)=C/c2cc(C)n(-c3ccc(F)cc3)c2C)cc1
    -2.7	/	2.7	-2.5	-0.1	/	/	6.4	-2.4
- CCCc1[nH]n(-c2ccc([N+](=O)[O-])cc2)c(=O)c1C=NCCCn1ccnc1
    6.6	1.0	-10.3	3.5	-0.2	0.5	0.6	3.7	0.7

Structures listed above printed as active in D1 agonist.
Compound | D2 potentiator | TRHR PAM | D1 PAM | D1 agonist | RXFP1 antag | D2 antag | D1 antag | TRHR ag
Cc1cc(NC2CCCCC2)nc(NCc2ccccc2)n1 | -15.4 | 2.3 | -4.0 | 54.9* | -27.5 | 10.8 | 3.2 | 4.0

Compound profiles (already shown). Order of values: D2 potentiator	D2 ag	TRHR PAM	D1 PAM	D1 agonist	RXFP1 antag	D2 antag	D1 antag	TRHR ag
CC(/C=C1\SC(=S)N(NC(=O)c2ccncc2)C1=O)=C\c1ccccc1 as listed: -2.2	-1.3	-4.7	-3.9	2.1	-1.9	-21.8	-13.8	-0.3
O=S(=O)(c1ccc(S(=O)(=O)N2CCC3(CC2)OCCO3)cc1)N1CCCC1 as listed: 1.7	1.3	9.5	-1.9	2.9	1.3	-2.5	-7.7	0.4
O=C(O)COc1ccc(S(=O)(=O)NCCc2ccccc2)cc1 as listed: 10.3	0.7	6.5	-3.0	0.6	/	-23.3	19.6	0.0
CCOC(=O)N1CCN(C(=O)C2CCC(=O)N(CCCc3ccccc3)C2)CC1 (stereo not drawn) as listed: 2.8	-1.1	-1.4	-6.6	3.2	-4.8	7.2	3.8	0.7
CCCN1C(=O)CC(Sc2ncccc2C(=O)O)C1=O (stereo not drawn) as listed: /	/	2.0	-1.7	1.4	-4.7	/	-6.3	0.2

Continued.
Order of values: D2 potentiator	D2 ag	TRHR PAM	D1 PAM	D1 agonist	RXFP1 antag	D2 antag	D1 antag	TRHR ag
- O=C(N/N=C/c1ccc([N+](=O)[O-])cc1)c1cccs1
    6.9	0.8	-3.6	-2.4	-0.1	-1.8	15.1	-3.4	0.9
- CS(=O)(=O)N1CCc2cc(C(=O)OCC(=O)c3ccccc3)ccc21
    24.3	0.8	4.3	-6.5	10.1	-0.9	-16.4	-2.3	0.3
- CCOC(=O)c1ccc(NC(=O)COc2cc3oc(=O)c(CC(C)O)c(C)c3cc2Cl)cc1 (stereo not drawn)
    15.1	-0.3	1.6	2.0	5.9	12.2	-18.0	-3.4	-0.3
- COc1ccc(NC(=O)C(NS(=O)(=O)c2cccs2)C(C)C)cc1Cl (stereo not drawn)
    /	1.3	-5.8	-3.5	2.8	8.4	1.2	-2.4	-0.3
- Cc1ccc2c(c1)CC(C)N2S(=O)(=O)c1nnc(NC(=O)C(C)C)s1 (stereo not drawn)
    -6.5	-0.7	0.6	0.5	0.2	?	/	-9.9	-0.3
- COc1ccccc1CN(Cc1cc2cc(C)ccc2[nH]c1=O)Cc1nnnn1Cc1ccco1
    /	/	-11.6	8.8	2.9	-3.8	/	7.7	0.9
- O=C1/C(=C/c2coc3ccc(O)cc3c2=O)SC(=S)N1c1ccccc1
    /	/	-0.2	2.8	5.6	-18.4	/	5.2	5.8
- CCC1=NN(C(=O)c2ccc(Cl)cc2)C(O)(c2ccccc2)C1 (stereo not drawn)
    0.5	-2.0	-10.8	-1.6	7.6	-4.0	-22.6	-3.7	0.0
- CCCNC(=O)c1[nH]c(C)c(C(=O)OCC)c1C
    -3.3	-1.0	-10.3	-8.2	2.1	/	-5.2	-39.6*	-0.1
- COc1ccccc1OCC(=O)Nc1nonc1NC(=O)COc1ccccc1OC
    -23.1	-0.9	-4.5	-5.8	-0.2	-3.0	-16.1	-1.9	-0.3
- Cc1cc(Cl)c2oc(C(=O)N3CCN(c4cccc(C)n4)CC3)c(C)c2c1
    -13.0	-0.1	8.5	-5.6	4.6	-6.6	1.7	-0.3	0.2
- CC(C)NC(=O)C1CCCN(S(=O)(=O)c2cccs2)C1 (stereo not drawn)
    -5.0	0.0	4.9	-2.1	3.2	-0.4	-12.9	-5.2	-0.2
- COc1cccc(-c2cccc(NC(=O)C3CCN(Cc4ccc(C)o4)CC3)c2)c1
    -12.8	0.7	-3.5	-7.9	3.1	-11.5	-7.7	-5.0	-0.6
- CC(C)N(Cc1nc(COc2ccccc2)no1)Cc1nccn1C
    /	/	3.7	-10.3	1.5	4.7	/	-2.0	-0.2
- O=C(O)/C=C/C(=O)Nc1ccc(Cl)cc1C(=O)c1ccccc1
    -13.9	-2.1	-11.2	2.2	-1.5	-13.4	-4.6	-21.7	-0.2
- CCC1(CC)NC(=O)N(CC(=O)Nc2sc3c(c2C(N)=O)CCC3)C1=O
    2.0	0.7	3.9	1.1	1.2	-18.6	-12.0	1.9	0.2
- COc1cc(-c2n[nH]c(=S)n2-c2ccc(C)cc2)cc(OC)c1OC
    -5.3	-0.3	-5.3	-2.0	0.9	-13.5	-24.0	-16.7	-0.6
- CCC(=O)Nc1ccc(NC(=O)CSc2nnc(-c3ccc(O)cc3)n2CC2CCCO2)cc1 (stereo not drawn)
    10.7	-1.0	-2.3	-3.2	0.7	-19.7	-20.1	-2.4	0.8
- N#Cc1c(N)nc(N)nc1Nc1ccc(Br)cc1
    7.9	0.7	4.7	-5.3	3.1	-18.0	15.8	22.7	0.7
- O=C(COC(=O)CN1C(=O)c2ccccc2C1=O)Nc1ncc(Cl)cc1Cl
    -8.6	0.1	13.6	-3.7	0.4	-9.0	5.1	-7.0	-0.1
- O=C(Cc1ccccc1)NCC(=O)Nc1ccccc1Br
    -6.5	-1.1	4.4	-2.5	0.6	2.3	5.5	-4.1	-0.2
- Cc1cc(C)cc(-n2c(SCC(N)=O)nc3c([nH]c4ccccc43)c2=O)c1
    -0.8	/	-0.7	-4.5	-0.2	/	/	-0.8	-0.3

Rows were taken by chance; any-hit rate near 7.3%.
